Nrf2 block = Nrf2 qHTS screen for inhibitors; Potency, µM (doses to about 46 µM), inactives show at the top dose activity change, negative = inhibition, hits mostly inhibitors; 360,000 tested, 2.1% active; A549 ARE-Fluc reporter, luciferase luminescence, 18-24 h; further: potency means the concentration at half of the fitted maximal effect; on the % scale 0 is the no-effect control and ±100 the full control effect; nearly all actives have a fitted effect of over 60% in size
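A549 ARE_Fluc cells, 5000/well, 5% FBS OPTI-MEM; compounds in dose-response, 18-24 h at 37 °C/5% CO2; CellTiter-Fluor viability read (Ex 405/Em 525), then BugLite luciferase luminescence = Nrf2 activity.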
HepG2 viability = qHTS for Inhibitors of TGF-b: Cytotox Counterscreen. HepG2 CAGA-GFP viability, ATP luminescence, 18 h. Potency, µM (top dose mostly 46.1 µM), inactives show at the top dose activity change, negative = cytotoxicity, hits mostly cytotoxic. 410,000 tested, 0.76% active. AID 588856, 2011; further: potency means the concentration at half of the fitted maximal effect; some results filed as inactive show a strong effect at the top dose
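CellTiter-Glo luminescence gave cytotoxicity after 18 hours at 37 degrees C. The cells were HepG2 CAGA-GFP in 1% FBS DMEM, stimulated with 500 pg/mL TGF-beta after compound addition. %Activity was normalised to no-cell wells (complete cell-killing) and DMSO (no toxicity), and curves were fitted and classified.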
ATXN2 expr inh = Primary qHTS for Inhibitors of ATXN expression | Potency, µM (top dose mostly 57 µM), for the others: top-dose activity change, negative = inhibition, usual class: inhibitors | 360,000 tested, 0.72% active | HEK-293 ATXN2-luciferase reporter, luminescence, 24 h; further: potency means the concentration at half of the fitted maximal effect; on the % scale 0 is the no-effect control and ±100 the full control effect; nearly all actives have a fitted effect of over 55% in size
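qHTS (up to 57 uM final) was run with 24 h compound exposure of reporter cells at 37 °C. Each well was multiplexed: SteadyGlo luminescence measured ATXN2-luciferase expression after a fluorogenic Gly-Phe-AFC viability readout (25 uM final).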
IL-1B inflam inh = qHTS for Inhibitors of Inflammasome Signaling: IL-1-beta AlphaLISA Primary Screen; activity change, % at 57.5 µM; AID 743279, 2014; THP-1 LPS/ATP IL-1B secretion, AlphaLISA, 16 h; stronger effect = lower value; 360,000 tested, 4.7% active; in the data active means activity change below about -50%; inconclusive means mostly about -30% to -49%; further: on the % scale 0 is the no-effect control and ±100 the full control effect
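Secreted IL-1B measured by AlphaLISA bead assay after 16 h compound exposure of THP-1 cells; compounds (final up to 57.5 uM) added 1 h before LPS (250 ng/mL) and ATP (1.25 mM) stimulation; lower signal means less secretion.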
A549 tox = Nrf2 qHTS screen for inhibitors: counterscreen for cytotoxicity; Potency, µM (doses to about 46 µM), for the others: at the top dose activity change, negative = cytotoxicity, hits mostly inhibitors; 390,000 tested, 0.16% active; AID 504648, 2011; A549 ARE-Fluc cells, CellTiter-Fluor viability, 18-24 h; further: potency means the concentration at half of the fitted maximal effect; on the % scale 0 is the no-effect control and ±100 the full control effect
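A549 ARE_Fluc cells in 5% FBS OPTI-MEM were exposed to compounds in concentration-response for 18-24 h at 37 deg C. Viability was read by CellTiter-Fluor fluorescence (Ex 405/Em 525) after 30 min, before the luciferase read.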
MCF10A rereplic = A quantitative high throughput screen for small molecules that induce DNA re-replication in MCF 10a normal breast cells. Potency, µM (top dose mostly 46.1 µM), for inactives: top-dose activity, positive = re-replication, actives largely listed as activators. 350,000 tested, 2.9% active. MCF 10A DNA re-replication, Hoechst nuclear intensity, 48 h. AID 624296, 2012; further: potency means the concentration at half of the fitted maximal effect; % of control where 0% means no effect; nearly all actives have a fitted effect of over 50% in size
TGFb inhibitor = qHTS for Inhibitors of TGF-b; HepG2 CAGA-GFP TGF-b/SMAD3 reporter, GFP fluorescence, 18 h; TGF-beta stimulated, 500 pg/mL final; Potency, µM (titrated, usually from 46.1 µM), without a hit: at the top dose activity, negative = inhibition, usual class: inhibitors; 410,000 tested, 1.2% active; further: potency means the concentration at half of the fitted maximal effect; on the % scale 0 is the no-effect control and ±100 the full control effect; nearly all actives have a fitted effect of over 65% in size
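Smad-responsive CAGA-GFP expression was quantified in HEPG2 cells exposed to compounds and 500 pg/mL final TGF-beta for 18 h at 37 degrees C; unstimulated wells defined full inhibition.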
S2 tox = Viability Counterscreen for Primary qHTS for Inhibitors of ATXN expression; Potency, µM (series often up to 56.7 µM), hits mostly cytotoxic; S2 cells (HEK-293 line with an ATXN2-luciferase reporter) viability, CellTiter-Fluor protease fluorescence, 24 h; 400,000 tested, 0.49% active; further: potency means the concentration at half of the fitted maximal effect; nearly all actives have a fitted effect of over 40% in size
Nrf2 activator = qHTS of Nrf2 Activators; Potency, µM (doses to about 46.1 µM), without a hit: at the top dose activation, most hits filed as activators; 410,000 tested, 0.31% active; AREc32 ARE-luciferase reporter (MCF7-derived line), luminescence, 24 h; further: potency means the concentration at half of the fitted maximal effect; % of control where 0% means no effect; nearly all actives have a fitted effect of over 65% in size
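Reporter line AREc32 (ARE-Fluc), seeded overnight in OPTI-MEM with 5% FBS; compound pin-transferred, 24 hr at 37 deg C, 5% CO2; luminescent read-out.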
The depositor's hits bear a star; i = inactive; ? = inconclusive; · = not tested or not shown; & = joins results of further samples; [ ] = another dose, or the depositor's remark. Unless noted, the call rests on the fitted dose curve; in most records, active means well fitted curve in the direction sought with a large enough effect; inconclusive means small, poorly fitted or top-dose-only effect, or another doubt; inactive means no such curve, though single readings can be large; an effect the other way counts as inactive or inconclusive.

molecule,Nrf2 block,HepG2 viability,ATXN2 expr inh,IL-1B inflam inh,A549 tox,MCF10A rereplic,TGFb inhibitor,S2 tox,Nrf2 activator
CC1(OC(=O)C2CCCC2)C(=O)C=C2C=C(c3ccsc3)N(C3CCCCC3)C=C2C1=O (stereo not given),6.0%,-11.6%,-15.2%,-10.3,0.0%,5.4%,-0.7%,i,2.6%
CC(C)Cn1c(N)c(C(=O)COC(=O)c2cnc(Cl)c(Cl)c2)c(=O)n(C)c1=O,-5.8%,18.4%,?,-24.5,-2.2%,?,-5.9%,?,-0.7%
O=C(Nc1ccc2ccccc2c1)c1ccc(NS(=O)(=O)c2ccc(Br)s2)cc1,-6.4%,-4.2%,27.3%,2.9,1.8%,?,?,i,2.7%
Cc1ccc(Cl)cc1NC(=O)C(Cc1ccccc1)N1C(=O)C2C3CCC(C3)C2C1=O (stereo not given),?,-24.8%,-5.2%,-7.5,?,20.6%,-10.5%,i,0.7%
CCS(=O)(=O)N1Cc2ccccc2CC1C(=O)Nc1cccc(S(=O)(=O)N(C)C)c1 (stereo not given),-6.7%,-4.1%,6.0%,2.3,0.3%,15.0%,-0.1%,i,-0.1%
CCN(C(=O)COC(=O)c1cc(OC)ccc1Br)C1CCS(=O)(=O)C1 (stereo not given),-7.2%,-15.7%,2.9%,23.2,7.8%,-0.9%,-6.6%,i,5.9%
COc1ccccc1-n1c(CNC(=O)c2ccccc2)nnc1SCC(=O)Nc1nnc(C)s1,9.9%,6.0%,6.5%,12.7,-9.4%,20.9%,1.7%,i,0.5%
O=C(Nc1ccc(-c2cscn2)cc1)C1CCCN(Cc2ccccc2)C1 (stereo not given),-9.5%,-6.2%,-3.1%,14.6,-14.0%,?,-25.2%,i,0.3%
O=C1CCCN1CCCNC(=S)Nc1ccccc1Cl,4.5%,-21.1%,2.9%,-3.7,2.8%,14.9%,4.6%,i,1.5%
CCCCCCn1c(Br)nc2c1c(=O)n(C)c(=O)n2C,-14.8%,-52.5%,-2.6%,41.3,8.8%,-0.2%,?,i,-0.3%
O=c1cc(-c2ccco2)oc2ccccc12,-9.2%,-4.5%,31.4%,?,-6.9%,-20.9%,7.0%,i,?
CCOC(=O)NC(=S)c1ccc[nH]1,7.6%,-0.8%,-22.4%,-0.3,5.9%,-2.8%,-6.6%,i,2.4%
CCC(C)NS(=O)(=O)c1cccs1 (stereo not given),3.0%,1.2%,3.5%,-2.2,2.4%,1.7%,0.0%,i,-0.1%
Cc1ccc(NC2CCCN(C(=O)CCC3(C)CC3)C2)cc1C (stereo not given),3.4%,-5.6%,3.4%,-5.1,0.0%,12.9%,0.0%,i,0.2%
c1ccc(CC2CNc3ccccc3CN2)cc1 (stereo not given),-7.3%,-19.2%,-9.1%,1.6,-1.8%,20.5%,-6.9%,i,0.4%
CC(C)N=c1scc(-c2ccco2)n1/N=C/c1ccc(O)c(O)c1,-0.4%,-63.9%,0.0%,-12.8,-9.2%,?,?,31.6µM*,?
O=C(O)c1ccc(N2C(=O)c3cccnc3C2=O)cc1,16.3%,6.8%,-10.9%,-8.8,0.9%,-4.6%,-21.5%,i,-0.2%
Cc1cc(OCc2nc(-c3cccs3)no2)cc(C)c1Cl,?,0.1%,15.9%,-7.3,15.1%,-0.5%,-4.0%,i,10.2%
CCN(CC)C(=O)C1CCN(Cc2ccc(Br)cc2)CC1,?,11.6%,-6.0%,-10.0,5.5%,6.1%,8.6%,i,-0.4%
O=C(COc1ccccc1)N=C1SC2CS(=O)(=O)CC2N1c1ccccc1 (stereo not given),-3.2%,-1.7%,0.9%,14.7,11.2%,4.4%,-1.3%,i,0.4%
COc1cc(OC)c(C2C(C(=O)Nc3ccccc3)=C(C)Nc3ncnn32)cc1OC (stereo not given),10.6%,-16.8%&-15.8%,-11.7%&0.8%,30.1,6.7%,-2.1%,0.0%&15.4%,i,0.4%&-0.4%
Cc1cccc(NC(=O)CCCn2c(C)c3cnn(-c4ccccc4)c(=O)c3c2C)c1C,-22.3%,-14.1%,-7.5%,·,0.1%,·,?,i,3.4%
CCOc1ccc2[nH]c(C)c(CN3CCCCC3)c(=O)c2c1,8.3%,7.9%,0.1%,0.4,14.3%,-3.9%,15.2%,i,1.5%
CCCCN1CCCCC1(C)C(=O)NCc1ccc2c(c1)OCO2 (stereo not given),·,-18.4%,-2.3%,17.3,·,·,6.7%,i,-0.6%
COc1ccc(N2CC(C(=O)N3CCN(Cc4ccc5c(c4)OCO5)CC3)CC2=O)cc1 (stereo not given),-19.2%,-0.4%,1.2%,28.7,-10.3%,2.8%,0.7%,i,-0.4%

Profiles from above. Order of screens: Nrf2 block, HepG2 viability, ATXN2 expr inh, IL-1B inflam inh, A549 tox, MCF10A rereplic, TGFb inhibitor, S2 tox, Nrf2 activator
Profile of c1ccc(CC2CNc3ccccc3CN2)cc1 (stereo not given) → -7.3%, -19.2%, -9.1%, 1.6, -1.8%, 20.5%, -6.9%, i, 0.4%
Profile of O=C(Nc1ccc(-c2cscn2)cc1)C1CCCN(Cc2ccccc2)C1 (stereo not given) → -9.5%, -6.2%, -3.1%, 14.6, -14.0%, ?, -25.2%, i, 0.3%

Next part
molecule,Nrf2 block,HepG2 viability,ATXN2 expr inh,IL-1B inflam inh,A549 tox,MCF10A rereplic,TGFb inhibitor,S2 tox,Nrf2 activator
CC1CCc2c(sc3nnn(CC(=O)Nc4ccccc4Cl)c(=O)c23)C1 (stereo not given),-10.4%,-6.5%,-33.6%,·,-12.9%,·,-6.3%,?,4.7%
Nc1cc([N+](=O)[O-])ccc1Nc1ccccc1,-16.8%,-25.2%,·,-102.8*,-27.8%,-6.2%,-7.5%,?,14.2%
CCC(CO)Oc1cc(NC(=O)c2ccccc2)c2ncn(C(C)C)c2c1 (stereo not given),18.6%,-2.5%,-24.3%,-16.1,-3.6%,?,0.5%,i,-0.6%
O=C(C1=C(O)C(=O)N(Cc2ccccc2)C1c1ccco1)c1ccco1 (stereo not given),-29.1%,3.4%,-5.9%,13.5,-12.2%,-16.0%,-17.9%,i,1.6%
CC1=C(C(=O)OCc2ccc(C)cc2)C(c2ccccc2Cl)CC(=O)N1 (stereo not given),?,-61.4%,-2.8%,·,-9.6%,·,?,i,0.4%
N#Cc1c(C(F)(F)F)cc(-c2cccs2)nc1SCC(=O)Nc1ccc(Cl)cc1,?,8.2%,-4.0%,·,11.8%,·,93.6%[activator],i,11.4%
CN(C)CC(O)COC(c1ccc(Cl)cc1)c1ccc(Cl)cc1 (stereo not given),?,15.8µM*,?,-79.4*,-0.8%,0.4%,?,?,7.4%
O=C(Nc1ccc(Br)cn1)c1cccc2c1-c1ccccc1C2=O,0.8%,-38.1%,?,43.1,-0.7%,-1.9%,-13.9%,?,-1.3%
CCCc1cc(=O)n2[nH]c(CCc3ccccc3)nc2n1,-12.5%,0.5%,-11.9%,19.4,0.9%,-0.7%,-2.9%,i,0.4%
Cc1ccc2[nH]c(=O)c3cc(C(=O)N(CCCOC(C)C)Cc4ccco4)sc3c2c1,?,-21.2%&-32.8%,?,21.6,-11.6%&-0.2%,?,?,?,8.2%&-0.2%
CN(C)S(=O)(=O)c1cccc(COC(=O)CNC(=O)c2ccc(Br)o2)c1,14.4%,-1.9%,3.5%,-3.4,-0.7%,?,-23.1%,i,-0.6%
Cc1ccc(S(=O)(=O)c2ccc([N+](=O)[O-])cn2)cc1,?,7.08µM*,?,-105.3*,-6.3%,?,2.82µM*,·,-1.3%
Cn1c(=O)oc2cc(S(=O)(=O)N3CCCC(C(=O)N4CCN(c5ccc(F)cc5)CC4)C3)ccc21 (stereo not given),?,-8.1%,3.0%,·,-3.8%,·,-14.4%,i,-0.1%
Cc1ccc2oc(C(=O)Nc3ccc(S(=O)(=O)N(C)Cc4ccccc4)cc3)cc(=O)c2c1,-16.9%,17.3%,-18.2%,·,0.5%,·,9.3%,i,-0.9%
COc1ccccc1/C=C/CN1CCN(c2ccccc2)CC1,0.1%,-40.3%,-8.6%,?,-16.7%,?,?,i,2.0%
Cc1ccc(SCC(=O)Nc2cccc(NC(=O)c3ccco3)c2)cc1,12.4%,-1.8%,13.8%,18.7,8.8%,?,-1.6%,i,4.5%
O=c1[nH]c(=O)n(CCO)c2nnn(Cc3ccccc3)c12,4.9%,-21.5%,3.2%,-2.1,-4.0%,?,-6.9%,i,-0.2%
CCOC(=O)C1C(=O)C=C(c2cccs2)CC1c1ccccc1 (stereo not given),12.5%,0.4%,0.9%,-11.0,-5.8%,?,-24.9%,?,2.7%
O=C(NCc1ccc(F)cc1)C1CCN(S(=O)(=O)c2ccc(N3CCCC3=O)cc2)CC1,·,-31.4%,·,8.6,·,·,-9.6%,?,0.0%
CCOc1cc(/C=N/Nc2ncc(C)c(=O)[nH]2)ccc1O,?,6.3%,10.4%,55.7,-2.3%,5.3%,-4.9%,i,?
Brc1ccc(-c2csc(N/N=C/c3ccco3)n2)cc1,5.5%,3.3%,11.9%,-2.2,-14.1%,11.2%,-2.5%,i,?
